# Screening results as filed in PubChem BioAssay.
# DT40 TDP1 no CPT = qHTS for Inhibitors of human tyrosyl-DNA phosphodiesterase 1 (TDP1): qHTS in cells in absence of CPT | DT40 Tdp1-/- hTDP1 cells, no CPT, ATP luminescence, 48 h | Potency, µM (titrated, usually from 46.2 µM), for inactives: top-dose activity change, negative = growth inhibition, most hits filed as inhibitors | hit rate 15% among 420,000 | AID 686978, 2013; also: nearly all actives have a fitted effect of over 55% in size
#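 Growth of hTDP1-complemented DT40 Tdp1-knockout cells is measured by ATP luminescence after at least 48 hr compound exposure at 37 °C, with DMSO substituting for the 20 nM CPT used in the parallel screen.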
# TDP1 cell CPT = growth inhibition of DT40 Tdp1-/-;hTDP1 cells with camptothecin (screen for TDP1 inhibitors) | chicken DT40 Tdp1-/-;hTDP1 cells + 20 nM CPT, ATP luminescence, 48 h | Potency, µM (titrated, usually from 46.2 µM), for inactives: at the highest dose activity change, negative = growth inhibition, hits mostly inhibitors | hit rate 12% among 420,000 | AID 686979; also: nearly all actives have a fitted effect of over 55% in size
#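 Cell growth measured by CellTiter-Glo luminescence after a minimum 48 h, 37 C compound exposure with 20 nM CPT in Tdp1-knockout DT40 cells stably expressing hTDP1, seeded 400/well; qHTS titration format.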
# TDP1 block = blocks human tyrosyl-DNA phosphodiesterase 1; Q9NUW8; recombinant TDP1, AlphaScreen DNA substrate cleavage; Potency, µM (titrated, usually from 130 µM), for the others: at the highest dose activity change, negative = inhibition, actives largely listed as inhibitors; hit rate 0.28% among 350,000; AID 485290; also: nearly all actives have a fitted effect of over 40% in size
# Target sequence (Q9NUW8 whole entry, looked up): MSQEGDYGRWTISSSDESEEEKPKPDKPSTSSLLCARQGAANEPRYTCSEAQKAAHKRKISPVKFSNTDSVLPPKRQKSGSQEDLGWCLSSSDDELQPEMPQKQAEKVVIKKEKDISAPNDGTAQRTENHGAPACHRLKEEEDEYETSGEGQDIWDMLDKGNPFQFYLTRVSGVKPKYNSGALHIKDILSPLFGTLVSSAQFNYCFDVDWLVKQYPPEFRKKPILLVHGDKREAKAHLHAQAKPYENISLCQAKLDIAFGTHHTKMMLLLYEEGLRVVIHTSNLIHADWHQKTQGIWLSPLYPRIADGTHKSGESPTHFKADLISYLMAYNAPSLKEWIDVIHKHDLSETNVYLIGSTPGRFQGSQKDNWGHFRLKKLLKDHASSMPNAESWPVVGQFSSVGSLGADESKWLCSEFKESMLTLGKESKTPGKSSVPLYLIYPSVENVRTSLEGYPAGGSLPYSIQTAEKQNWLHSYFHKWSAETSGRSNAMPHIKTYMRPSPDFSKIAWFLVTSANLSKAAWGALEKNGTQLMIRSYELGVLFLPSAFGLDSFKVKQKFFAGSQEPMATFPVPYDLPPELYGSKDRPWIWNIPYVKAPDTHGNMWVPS
#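 Tdp1 1 nM final; 15 min RT w/ cpd; substrate 15 nM, 5 min; beads 10 ug/ml, 10 min; AlphaScreen read. Neg ctrl: no enzyme.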
# * marks the source's active call; other numbers are inactive results; ? = inconclusive; · = not tested or not shown; [ ] = another dose, or the depositor's remark. Calls follow the shape of the dose curve; as a rule, active = well fitted curve in the direction sought with a large enough effect; inconclusive = small, poorly fitted or top-dose-only effect, or another doubt; inactive = no such curve, though single readings can be large; an effect the other way counts as inactive or inconclusive. % is scaled to controls: 0 for no effect and ±100 for the full control effect; potency is read from the fitted curve at half-maximal effect.
# Start of the data: the first six records (preview)
SMILES,DT40 TDP1 no CPT,TDP1 cell CPT,TDP1 block
CC(=O)c1ccc(NC(=O)CSc2ccc3nnc(-c4ccccn4)n3n2)cc1,-2.0%,1.4%,·
C[C@H](CO)N1C[C@H](C)[C@@H](CN(C)C(=O)C2CC2)OCc2cnnn2CCCC1=O,6.2%,6.4%,·
COc1ccccc1NC(=O)CN(c1ccccc1OC)S(=O)(=O)c1ccccc1,?,?,·
CCC(C(=O)NCCC1=CCCCC1)c1ccccc1 (stereo not given),14.6µM*,?,-4.2%
Cn1c(CCC(=O)Nc2ccccc2F)nnc1SCC(=O)Nc1ccccc1Cl,-3.1%,0.6%,5.5%
COc1cc(C(=O)N2C(=O)CCC2=O)cc(OC)c1OC,2.1%,5.1%,1.0%

# The whole of this part, repeating the preview:
SMILES,DT40 TDP1 no CPT,TDP1 cell CPT,TDP1 block
CC(=O)c1ccc(NC(=O)CSc2ccc3nnc(-c4ccccn4)n3n2)cc1,-2.0%,1.4%,·
C[C@H](CO)N1C[C@H](C)[C@@H](CN(C)C(=O)C2CC2)OCc2cnnn2CCCC1=O,6.2%,6.4%,·
COc1ccccc1NC(=O)CN(c1ccccc1OC)S(=O)(=O)c1ccccc1,?,?,·
CCC(C(=O)NCCC1=CCCCC1)c1ccccc1 (stereo not given),14.6µM*,?,-4.2%
Cn1c(CCC(=O)Nc2ccccc2F)nnc1SCC(=O)Nc1ccccc1Cl,-3.1%,0.6%,5.5%
COc1cc(C(=O)N2C(=O)CCC2=O)cc(OC)c1OC,2.1%,5.1%,1.0%
COc1cccc(-c2cc(C(F)(F)F)nc(-n3cncn3)n2)c1,-23.4%,-13.7%,-6.4%
Cc1ccc(Cc2c(-c3ccco3)nc3c4ccccc4ccn23)cc1,14.6µM*,18.4µM*,·
Cc1csc(NC(=O)Cn2nc(C)c([N+](=O)[O-])c2C)n1,-2.4%,-24.8%,0.0%
O=S(=O)(/N=C(\c1ccccc1)N1CCOCC1)c1ccc(Cl)cc1,-21.0%,?,0.0%
COc1ccccc1-n1c(=O)c2c3c(sc2n2c(SC)nnc12)CCC3,-11.9%,-6.4%,·
O=C1NC(=S)NC1=Cc1ccc(Cl)cc1Cl,-22.6%,-21.3%,·
CNC(=S)NNC(=O)COc1ccccc1C,-0.2%,0.2%,-6.4%
Cc1cccc(NC(=O)C2CCCN(S(=O)(=O)c3cccs3)C2)c1C (stereo not given),?,?,0.4%
Cc1ccc(C(=O)O/N=C(\N)Cc2cccs2)cc1[N+](=O)[O-],-7.5%,-19.6%,-0.4%
COc1ccc2[nH]c3c(c2c1)CCN1C(=O)N([C@@H](C)C(=O)NCc2ccco2)C(=O)[C@]31C,?,?,·
C/C(=N\NC(=S)NC(C)C)c1ccccc1,?,?,·
Cc1ccc2c(c1)-c1c(cnc3cc(-c4ccc(F)cc4)nn13)CO2,-21.7%,-22.7%,3.2%
O=C1c2ccccc2N[C@@H]2C=CC[C@@H]2N1O,-11.0%,-10.3%,·
COC(=O)c1c(NC(=O)C(C)Oc2ccc(Cl)c(C)c2)sc(C)c1C (stereo not given),?,?,-1.3%[12.3 µM]
CC(=O)c1c(C)nc2ccc([N+](=O)[O-])cc2c1-c1ccccc1,?,?,5.5%
CC(=O)c1ccc(NC(=O)CCCc2nc(-c3cccc(C)c3)no2)cc1,20.6µM*,-29.3%,0.0%
O=C(NCC1OCCCN1S(=O)(=O)c1ccc(F)cc1)C(=O)NC1CCCC1 (stereo not given),-25.3%,-9.3%,1.5%
COc1ccc(C)c2sc(NC(=O)c3ccc(S(=O)(=O)N4CCCCC4)cc3)nc12,-2.1%,-26.2%,2.7%
Cc1cc(C(=O)NCCc2ccc(S(N)(=O)=O)cc2)c(C)o1,-24.3%,0.6%,8.8%

# Laid out differently: results already given
mol	DT40 TDP1 no CPT	TDP1 cell CPT	TDP1 block
CCC(C(=O)NCCC1=CCCCC1)c1ccccc1 (stereo not given)	14.6µM*	?	-4.2%
Cn1c(CCC(=O)Nc2ccccc2F)nnc1SCC(=O)Nc1ccccc1Cl	-3.1%	0.6%	5.5%
COc1cc(C(=O)N2C(=O)CCC2=O)cc(OC)c1OC	2.1%	5.1%	1.0%
COc1cccc(-c2cc(C(F)(F)F)nc(-n3cncn3)n2)c1	-23.4%	-13.7%	-6.4%

# Next section.
SMILES,DT40 TDP1 no CPT,TDP1 cell CPT,TDP1 block
O=C(COC(=O)[C@@H]1CC(O)CN1S(=O)(=O)c1ccccc1[N+](=O)[O-])Nc1ccc2ccccc2c1 (stereo not given in full),7.7%,5.0%,-2.4%
O=[N+]([O-])c1ccc(CN2CC(N3CCC(Cc4ccccc4)CC3)CS2(=O)=O)cc1 (stereo not given),16.4µM*,16.4µM*,·
COc1cc2c(cc1OC)CN(c1ncccc1[N+](=O)[O-])CC2,-23.7%,0.6%,·
Cn1c(=O)cc(OCCCC(=O)NCc2ccc3c(c2)OCO3)c2ccccc21,?,?,4.9%
Cc1occc1-c1nnc(SCC(=O)c2cc3ccccc3oc2=O)o1,-9.5%,-10.7%,6.1%
C[C@@H]1CN([C@@H](C)CO)C(=O)c2cccc(NC(=O)c3nc4ccccc4s3)c2O[C@@H]1CN(C)CC1CC1,?,?,2.2%
CCOc1ccc(C(=O)NCCNC(=O)c2ccc(OCC)cc2)cc1,19.9%,-0.6%,·
O=C(N/C(=C\c1ccco1)C(=O)N1CCCC1)c1cccs1,1.1%,-15.4%,0.0%
COc1cc2c(cc1OC)C(C)N(C(=O)c1cc3c(C)cc(C)cc3[nH]1)CC2 (stereo not given),16.4µM*,16.4µM*,9.2%
Cc1cccc(N2CCN(C(=O)CCc3nnc4n(CC(C)C)c(=O)c5ccccc5n34)CC2)c1C,?,-21.4%,-3.9%
CC1=Nc2ccccc2N=C(NC(=O)CSC(=S)N2CCCCC2)C1c1ccccc1 (stereo not given),?,-19.7%,4.1%
COc1ccccc1NC(=O)c1oc2ccccc2c1NC(=O)Cc1cccs1,?,?,-1.3%
CCOc1cc(C(=O)Nc2ccc3nc(Nc4cccc(Cl)c4)cc(C)c3c2)cc(OCC)c1OCC,6.51µM*,4.61µM*,1.2%
CCOc1ccc(NC(=O)c2cnn3c(C(F)F)cc(-c4ccc(C)cc4)nc23)cc1,6.5%,4.1%,-3.2%
NS(=O)(=O)c1ccc(NC(=O)C2COc3ccccc3O2)cc1 (stereo not given),-3.1%,-7.8%,2.3%
O=C(CCc1nc2ccccc2c(=O)[nH]1)OCc1ccccc1F,?,-21.2%,1.9%
COc1cccc(C2NC(=O)NC(O)(C(F)(F)F)C2C(=O)c2cccnc2)c1OC (stereo not given),-13.5%,0.7%,2.1%
CCc1nnc(NC(=O)C2Cc3ccccc3CN2S(=O)(=O)c2cccs2)s1 (stereo not given),?,-30.0%,5.6%
COC(=O)c1cccc(N2C(=O)C[C@](Sc3ccc(C)cc3)(C(=O)OC)[C@H]2c2ccccc2)c1,23.1µM*,?,·
O=c1ccn(CCCBr)c(=O)[nH]1,-2.0%,-12.9%,4.1%
CCCC(=O)N1CCC1(C)C(=O)NS(=O)(=O)c1cccc(Cl)c1 (stereo not given),1.9%,-28.3%,·
N#Cc1cc(C(=O)Cc2ccccc2)c[nH]1,-27.4%,4.6%,0.6%
COc1ccc(CCN2C(=O)N(c3ccc(F)cc3)C(=O)C2CC(=O)Nc2ccccc2)cc1 (stereo not given),?,?,3.8%
C=CCNC(=O)c1ccc2nc(-c3ccccc3)c(-c3ccccc3)nc2c1,?,?,1.9%
O=c1cc(-c2ccco2)oc2ccc(Cl)cc12,-24.5%,-6.1%,0.0%
COC(=O)CN(c1ccccc1C)S(C)(=O)=O,1.2%,0.9%,3.1%
CC(C)NC(=S)Nc1ccc2[nH]c(=O)[nH]c2c1,0.9%,6.9%,0.0%
CC(C)(C)c1ccc(/C=N/n2cnnc2)cc1,0.9%,-7.0%,2.6%
O=C(Cc1c(C(=O)O)[nH]c2ccccc12)NC1CCCC1,-2.2%,-16.5%,1.2%
COc1cccc(NC(=O)NCc2c(-c3ccccc3)noc2C)c1,?,-29.7%,8.9%

# Looked up one by one from the entries so far, three records:
SMILES,DT40 TDP1 no CPT,TDP1 cell CPT,TDP1 block
COc1ccccc1NC(=O)CN(c1ccccc1OC)S(=O)(=O)c1ccccc1,?,?,·
CCC(C(=O)NCCC1=CCCCC1)c1ccccc1 (stereo not given),14.6µM*,?,-4.2%
NS(=O)(=O)c1ccc(NC(=O)C2COc3ccccc3O2)cc1 (stereo not given),-3.1%,-7.8%,2.3%
